# Screens as filed in PubChem.
# SR-BI HDL uptake = blocks mouse SR-BI lipid uptake from DiI-HDL; 320,000 compounds, 0.96% hits; inhibition, % at 12.5 µM; ldlA[mSR-BI] CHO cells, DiI-HDL uptake fluorescence, 3 h; Q61009;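 active = mean replicate inhibition of at least 70% and a set share of replicates each scoring 70 or more; inconclusive = meets just one of the two criteria; inactive = fails both criteria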;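 note: 0% = median of neutral control wells and 100% = median of positive control wells; values of inactives mirror those of a sister screen read the other way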
# Target sequence (Q61009 whole entry, looked up): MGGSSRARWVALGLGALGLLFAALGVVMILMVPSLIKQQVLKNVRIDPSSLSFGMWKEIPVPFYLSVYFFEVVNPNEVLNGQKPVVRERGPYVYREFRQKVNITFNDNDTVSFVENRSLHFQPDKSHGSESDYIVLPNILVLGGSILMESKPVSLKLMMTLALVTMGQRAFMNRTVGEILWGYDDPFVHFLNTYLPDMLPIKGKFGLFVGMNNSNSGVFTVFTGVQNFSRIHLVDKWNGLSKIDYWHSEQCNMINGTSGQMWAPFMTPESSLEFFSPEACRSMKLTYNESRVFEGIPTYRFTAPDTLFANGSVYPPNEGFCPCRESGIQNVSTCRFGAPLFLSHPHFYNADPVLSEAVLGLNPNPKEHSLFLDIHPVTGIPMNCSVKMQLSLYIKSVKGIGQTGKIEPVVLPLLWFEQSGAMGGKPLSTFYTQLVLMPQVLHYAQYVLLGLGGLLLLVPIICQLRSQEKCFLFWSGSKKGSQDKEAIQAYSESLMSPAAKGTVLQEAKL
# DSG3 Ab inh = blocks pemphigus antibody binding to human desmoglein-3; AID 588358; P32926; binding (percent of control), % at 10 µM; 310,000 compounds, 0.48% hits; DSG3-coupled beads, scFv-anti-DSG3-GFP binding, flow cytometry; hits give low values;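 active = binding more than 3 SD below its plate's average and above zero; inconclusive = below that plate limit but binding exactly zero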;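 note: hits lower antibody fragment binding to DSG3; some compounds called inactive have numbers as strong as hits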
# dFosB activator = enhances mouse delta FosB homodimer DNA binding. P13346. purified delta FosB, TAMRA-CDK5 oligo fluorescence polarization; percent of positive-control signal above neutral wells. activation, % at 25 µM. 340,000 compounds, 0.99% hits. AID 493131;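 active = mean activation above about 17%, with every replicate also reaching it, limit read from the data, passing the limit was not always enough; inconclusive = only one of the two conditions met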;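 note: fluorescence polarization rise as delta FosB binds a TAMRA Cdk5 AP-1 oligo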
# Target sequence (P13346 whole entry, looked up): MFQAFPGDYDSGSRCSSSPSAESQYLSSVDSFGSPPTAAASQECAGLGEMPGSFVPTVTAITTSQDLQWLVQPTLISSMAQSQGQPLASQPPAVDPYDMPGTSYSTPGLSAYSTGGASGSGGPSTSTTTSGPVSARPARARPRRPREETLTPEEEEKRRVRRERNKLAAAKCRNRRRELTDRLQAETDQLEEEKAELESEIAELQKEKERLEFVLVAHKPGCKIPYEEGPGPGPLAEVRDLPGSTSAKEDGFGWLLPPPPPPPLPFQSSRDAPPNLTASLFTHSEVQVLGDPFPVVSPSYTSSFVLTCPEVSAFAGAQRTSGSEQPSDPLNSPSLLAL
# CDK5 inh = inhibitors of human CDK5/p35 kinase; inhibition, % at 10 µM; Recombinant CDK5/p35, ADP-Glo luminescence, 60 min; Q00535+Q15078; 330,000 compounds, 0.01% hits;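 active = highest replicate inhibition of at least 50% and at least 75% of replicates reaching 50%; inconclusive = only one of the two criteria met; inactive = both criteria failed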;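 note: plate controls were DMSO neutral control for no effect and GW8510 at 10 µM for full effect; many of its hits are not listed in these tables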
# Arrestin-AP2 inh = inhibitors of human beta-arrestin and AP2 interaction | FITC-arrestin peptide / GST-AP2 beads, flow cytometry; AP2 beta2 appendage carries R879A mutation | inhibition, % at 10 µM | 340,000 compounds, 0.31% hits | AID 504490;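 active = inhibition above a set limit, near 3 SD of compounds lacking own fluorescence, cut at about 54% in these data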;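 note: plate controls were DMSO wells for no effect and 5 µM unlabelled arrestin peptide for full effect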
#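 System: GST-AP2 R879A glutathione beads; medium: PBS, Tween 20 0.05%, BSA 0.1%; reagent: fluorescein-tagged arrestin peptide at 50 nM final; schedule: pre-incubation 12 min, peptide binding 1 h, room temperature; detection: flow cytometry, FL1 (488/535 nm); read-out: inhibition as reduced fluorescein signal on beads, percent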
# NSD2 inh = blocks human histone methyltransferase NSD2; O96028; NSD2 peptide methylation, AlphaScreen, 120 min; inhibition, % at 12.5 µM; 310,000 compounds, 0.54% hits; AID 743445; in the data active = inhibition above about 50%
# SR-BI DiI-HDL act = SR-BI HDL lipid transfer activation | activation, % at 12.5 µM | 320,000 compounds, 0.096% hits | CHO ldlA[mSR-BI] cells, DiI-HDL uptake fluorescence, 3 h; 100 = double the neutral-control signal;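 active = mean replicate activation of at least 60% and every replicate at or above 60%; inconclusive = mean or all-replicate condition met, but not both; inactive = mean below 60% and not all replicates reaching 60%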;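 note: 0% = median plate neutral-control signal and 100% = twice that signal; values of inactives mirror those of a sister screen read the other way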
#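 Material – SR-BI-overexpressing, LDLR-lacking CHO cells · Medium – BSA-supplemented, HEPES-buffered Ham's F12, pH 7.4 · Doses – single concentration · Times – compound with DiI-HDL co-incubation, 3 h at 37 °C · Measured by – bottom-read fluorescence, 550/595 nm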
# PKA-R2B act = PKA-R2B complex activation; P22694+P31323; PKA-R2B holoenzyme dissociation, Cy5-IP20 fluorescence polarization; R2B truncated from residue 108, S112A mutant; 0% DMSO only, 100% 113 µM cGMP; activation, % at 11.4 µM; 340,000 compounds, 0.079% hits; AID 504700;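 active = activation above a cutoff set at the mean over all compounds plus 3 SD, cut at about 18% in these data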;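 note: higher means more holoenzyme dissociation and a rise in polarization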
# PKA-R1A activ = activators of PKA-R1A complex; P00514+P68181; PKA-R1A dissociation, Cy5-IP20 fluorescence polarization; scaled: DMSO 0%, 113 µM cGMP 100%; activation, % at 11.4 µM; 340,000 compounds, 0.083% hits; AID 504707;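 active = percent activation above the mean of all tested compounds plus 3 SD, cut at about 19% in these data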;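 note: higher means more PKAc released from R1A so a rise in polarization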
# SUMO Mot1 rescue = SUMOylation pathway inhibition by Mot1-301 growth rescue | S. cerevisiae Mot1-301 growth rescue, ATP luminescence, 38.5C; percent above DMSO median, 100 means doubled | growth rescue, % at 18.8 µM | 320,000 compounds, 1% hits;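 active = every valid replicate shows activation above 250% relative to neutral control wells; inactive = the rest, any valid replicate at or below 250%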;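 note: OY570 slx delta 5 strain wells were the positive control but not used for scaling; some compounds called inactive have numbers as strong as hits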
# MITF act = activators of MITF-driven TRPM1 promoter activity in SK-MEL-5 cells; SK-MEL-5 TRPM1-promoter luciferase, 24 h; % of positive control, neutral wells = 0; 300,000 compounds, 0.75% hits; AID 588334; activation, % at 12.5 µM;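 active = mean activation of at least 80% with every replicate also reaching 80%; inconclusive = mean reaches 80% but some replicate falls short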;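 note: 0% = neutral control wells and 100% = parthenolide positive control wells; values of inactives mirror those of a sister screen read the other way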
# * marks the source's active call; other numbers are inactive results; ? = inconclusive; / = no result given.
SMILES,SR-BI HDL uptake,DSG3 Ab inh,dFosB activator,CDK5 inh,Arrestin-AP2 inh,NSD2 inh,SR-BI DiI-HDL act,PKA-R2B act,PKA-R1A activ,SUMO Mot1 rescue,MITF act
COc1ccc(-c2n[nH]c(=S)n2/N=C/C=C/c2ccccc2OC)cc1,6.6,100.2,-3.3,1.5,-8.9,3.2,-6.6,3.5,-2.5,/,6.7
O=C(NCCc1cccs1)c1ccc(CS(=O)Cc2ccc(Cl)cc2)o1 (centres undefined),-3.6,101.3,-2.9,0.2,21.9,-0.3,3.6,4.7,-1.9,-3.3,-3.5
COc1ccc2c(Cl)c(C(=O)N/N=C/c3c(C)[nH]c4ccccc34)sc2c1,8.6,157.5,1.4,-0.1,3.5,0.0,-8.6,1.8,-0.8,6.7,-3.7
O=C(CNC(=O)c1ccco1)N/N=C/c1ccc(O)cc1O,-5.4,101.0,-2.7,-0.5,30.7,-1.0,5.4,0.1,-1.2,8.8,-13.6
CC1CCCN(CCOCCSc2ccccc2)C1 (centres undefined),-0.8,106.7,4.3,0.0,14.0,4.2,0.8,-4.4,-13.7,77.2,3.2
COc1ccc(-c2nc(CSCC(=O)NC3CCCc4ccccc43)c(C)o2)cc1 (centres undefined),49.7,99.9,-0.6,0.9,-9.6,/,-49.7,10.4,-6.7,1.9,-15.9
Cc1ccc(S(=O)(=O)Nc2cc(-c3ccccc3)nn2C)cc1Cl,1.4,95.7,1.6,-3.3,1.8,-0.4,-1.4,/,/,0.8,/
COC(=O)Cn1cnc2c(oc3ccccc32)c1=O,-17.8,107.1,-3.3,0.6,-4.2,-4.3,17.8,-2.9,-4.4,27.4,-4.6
Cc1ccc(S(=O)(=O)NC(Cc2ccccc2)C(=O)NN)cc1 (centres undefined),2.3,103.5,-7.0,-1.7,-13.5,/,-2.3,-15.3,-4.4,-7.3,/
CCOC(=O)C1=C(CS(=O)(=O)c2ccc(C)c(C)c2)NC(=O)NC1c1ccc(O)cc1 (centres undefined),-24.1,95.2,3.9,-3.0,7.7,0.7,24.1,-10.4,-13.7,-15.8,-15.4
CC1(C)Cc2c(sc3c2C2=NCCN2C=N3)CS1,-5.1,99.4,4.1,0.0,-18.8,0.3,5.1,0.1,2.5,-9.2,-0.1
O=C(Nc1nc(-c2ccc(F)c(F)c2)cs1)C1=COCCO1,21.1,97.8,-4.4,-0.4,-7.2,-0.5,-21.1,-8.1,-4.8,27.0,62.3
CCN(CC)c1ccc(NC(=O)CSc2nnc3nc(C)cc(C)n23)cc1,18.0,103.4,-5.4,-1.6,0.8,/,-18.0,1.0,-7.1,9.7,0.6
O=C(CN1CCN(S(=O)(=O)c2ccc(Cl)cc2)CC1)NCC1(N2CCOCC2)CCCCC1,-10.6,/,-7.5,-1.2,0.8,/,10.6,-8.2,-2.3,-11.1,3.1
CCCCc1nnc(NC(=O)C2CC(=O)N(c3ccc4c(c3)OCCO4)C2)s1 (centres undefined),-6.6,97.5,-3.2,2.0,-5.9,4.3,6.6,-6.8,-5.5,-6.7,11.0
N#CC1=C(SCC(=O)Nc2ccccc2)NC(=O)CC1c1ccc(O)cc1 (centres undefined),5.7,96.7,-2.9,1.7,7.9,/,-5.7,-10.1,-10.2,3.3,6.9
Cc1ccc(-n2cccn2)c(CN2CCCC(C(=O)c3ccc4c(c3)OCO4)C2)c1 (centres undefined),4.8,109.0,-1.1,0.1,35.9,-4.5,-4.8,1.6,2.6,-6.5,9.7
Cc1nc(N2CCC(C)CC2)c2c(C)c(C(=O)Nc3ccc(C(F)(F)F)cc3)sc2n1,75.4*,83.2,-4.9,0.1,18.9,/,-75.4,-9.2,4.9,-4.5,-12.9
CC(=O)Nc1ccc(OCC(=O)NCCc2ccc(Cl)cc2)cc1,10.9,100.6,-1.3,-0.3,4.0,0.4,-10.9,-11.4,0.5,-5.4,4.4
CCOC(=O)c1cc2c(=O)c3cc(C)ccc3oc2nc1C,-8.6,83.8,0.8,0.9,2.1,/,8.6,-2.4,-0.9,-3.3,27.9
Nc1nc(NCc2cccs2)nn1-c1ccccc1,-12.2,/,6.0,-0.5,0.1,0.5,/,5.6,7.4,15.9,-4.2
COc1ccc(C(=O)c2coc3ccc(O)c(CN4CCCC4)c23)cc1,11.0,104.0,-17.5,0.3,4.3,/,-11.0,6.4,1.5,4.5,/
CCOC(=O)c1c(C)[nH]c(C(=O)CSc2nc3ccccc3o2)c1C,1.1,/,-2.2,/,25.6,-0.1,-1.1,-1.2,-3.8,-4.0,-0.5
O=C(NCc1cccnc1)c1ccc(COc2ccc3c(c2)CCC3)o1,19.6,118.8,3.4,-1.0,-1.8,2.3,-19.6,2.6,-10.0,-0.9,-8.0
COc1ccc(NC(=O)CNC(=O)Cn2c(C)cc3ccccc3c2=O)c(OC)c1,37.0,113.2,0.8,-0.7,15.6,3.1,-37.0,-2.9,5.3,-9.7,-9.1
O=C1OC(c2ccccc2)=N/C1=C\C=C\c1ccccc1[N+](=O)[O-],21.4,99.2,-4.1,1.1,34.5,-1.0,-21.4,-12.2,-5.0,-11.0,5.8
Cc1ccc(C)c(N2CCN(C(=O)Nc3ccc4c(c3)N(C)C(=O)CS4)CC2)c1,66.6,91.5,-9.2,-2.1,-6.5,-2.5,-66.6,6.4,-1.0,34.7,-25.7
Cc1ccc(C)c(N2CCN(C(=O)Cn3c(=O)[nH]c4ccsc4c3=O)CC2)c1,2.2,/,-5.8,-2.8,25.4,-1.9,-2.2,5.4,1.7,/,/
COc1ccccc1CNC(=O)COC(=O)Cc1ccsc1,-31.0,92.0,-9.0,-3.3,10.3,-3.0,31.0,-0.5,-10.6,/,13.6
N#C/C(=C\c1ccccc1)C(=O)OCC(=O)N1CCCC1,-5.0,101.4,-0.2,0.8,-20.8,-3.7,5.0,4.7,-1.9,/,-9.7
O=C(O)Cc1sc(Nc2ccc(Cl)cc2)nc1-c1cccs1,4.8,102.1,-15.2,0.5,0.1,-1.8,-4.8,/,/,/,-80.0
O=C(NC1CC1)C1=C[C@@H](c2coc3ccccc3c2=O)C[C@@H](OCCCCO)O1,-15.1,106.2,-6.3,-0.5,-6.7,/,15.1,-9.1,1.3,10.4,-24.4
N=c1n(CC(=O)c2ccc([N+](=O)[O-])cc2)c2ccccc2n1Cc1ccc(Cl)cc1,19.7,111.0,?,0.9,6.2,-1.7,-19.7,-8.4,0.4,-15.6,-91.0
Cc1cc(C2=NNC(=NC3CC3)SC2)c(C)n1-c1ccccc1,6.8,102.5,-6.1,0.5,-7.5,0.6,-6.8,-10.6,-11.0,/,-99.5
O=C(O)c1ccccc1C(=O)Nc1ccc(-n2nccc2C(F)(F)F)cc1,-20.6,/,2.6,0.6,9.8,-3.5,20.6,-2.6,-8.4,-5.6,/
COc1ccc(/C=N/N2CCN(C)CC2)cc1O,-18.8,106.7,-2.1,0.0,-2.1,0.5,18.8,1.1,-0.7,-5.2,-2.9
Nc1c2nc(-c3ccccc3Cl)[nH]c(=O)c2nc(=O)n1-c1ccccc1,/,96.6,-22.8,1.5,4.4,-9.8,/,-6.5,-6.9,0.6,8.4
COc1ccc(C(=O)N/N=C/c2ccc(OC)c(CSc3ccccn3)c2)cc1,14.9,82.5,-10.4,1.4,7.7,0.1,-14.8,-8.5,3.2,18.3,9.0
COc1ccc(NC(=O)N(C)C[C@H]2Oc3c(NS(=O)(=O)c4cn(C)cn4)cccc3C(=O)N([C@H](C)CO)C[C@@H]2C)cc1,-3.6,98.2,-5.7,-3.6,11.8,/,3.6,4.9,-5.3,-11.9,5.0
O=C(Nc1cccc(F)c1)C1CC(=O)N(c2ccc(Cl)cc2)C1 (centres undefined),20.2,92.9,-6.8,0.5,26.9,0.9,-20.2,8.9,-3.9,/,/
NS(=O)(=O)c1ccc(N=NN2CCCCC2)cc1,-6.2,103.9,3.6,-0.2,-4.1,-4.4,6.2,-12.8,-7.6,/,45.8
Cc1ccc(C(=O)NCCN2C3=NC[C@H](C(C)C)N3C[C@H]2Cc2ccc(O)cc2)cc1Br,-14.5,111.4,1.4,-2.4,2.4,/,14.5,11.7,3.4,-3.9,6.4
O=[N+]([O-])c1ccc(Cl)c(S(=O)(=O)Nc2cccc(-c3ccc(N4CCCC4)nn3)c2)c1,8.0,108.1,-3.0,-2.5,-2.8,1.4,-8.0,-5.9,0.9,-8.7,38.0
CCN1CCN(S(=O)(=O)c2cc(OC)c(Cl)cc2OC)CC1,-26.0,105.4,-2.1,-2.2,13.9,2.0,26.0,3.7,3.2,-4.6,-5.4

# Pulled by compound from the list above:
SMILES,SR-BI HDL uptake,DSG3 Ab inh,dFosB activator,CDK5 inh,Arrestin-AP2 inh,NSD2 inh,SR-BI DiI-HDL act,PKA-R2B act,PKA-R1A activ,SUMO Mot1 rescue,MITF act
O=C(CNC(=O)c1ccco1)N/N=C/c1ccc(O)cc1O,-5.4,101.0,-2.7,-0.5,30.7,-1.0,5.4,0.1,-1.2,8.8,-13.6
CC1(C)Cc2c(sc3c2C2=NCCN2C=N3)CS1,-5.1,99.4,4.1,0.0,-18.8,0.3,5.1,0.1,2.5,-9.2,-0.1
COc1ccc(NC(=O)N(C)C[C@H]2Oc3c(NS(=O)(=O)c4cn(C)cn4)cccc3C(=O)N([C@H](C)CO)C[C@@H]2C)cc1,-3.6,98.2,-5.7,-3.6,11.8,/,3.6,4.9,-5.3,-11.9,5.0
O=C(Nc1nc(-c2ccc(F)c(F)c2)cs1)C1=COCCO1,21.1,97.8,-4.4,-0.4,-7.2,-0.5,-21.1,-8.1,-4.8,27.0,62.3
O=C(O)Cc1sc(Nc2ccc(Cl)cc2)nc1-c1cccs1,4.8,102.1,-15.2,0.5,0.1,-1.8,-4.8,/,/,/,-80.0
